GDH-TPI inh: GDH-TPI coupling enzyme inhibitors, primary screen, artefact control for M. tuberculosis FBA inhibitor project, biochemical, absorbance, full deck. GDH-TPI coupled enzyme counterscreen, NADH absorbance. inhibition, % at 4.8 µM. 360,000 compounds, 1.2% hits. AID 588335, 2011; in the data active = inhibition above about 30%;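 also: 0% = DMSO wells and 100% = wells lacking the enzyme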
Rv3671c protease: Rv3671c serine protease inhibitors, primary screen, biochemical, fluorescence polarization, M. tuberculosis H37Rv; P9WHR9; inhibition, % at 5.96 µM; 320,000 compounds, 0.048% hits; in the data active = inhibition above about 38%;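 also: extracellular domain of Rv3671c used as enzyme; 0% = enzyme with DMSO and 100% = no enzyme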
Target sequence (P9WHR9 whole entry, looked up, the tested form may be a part): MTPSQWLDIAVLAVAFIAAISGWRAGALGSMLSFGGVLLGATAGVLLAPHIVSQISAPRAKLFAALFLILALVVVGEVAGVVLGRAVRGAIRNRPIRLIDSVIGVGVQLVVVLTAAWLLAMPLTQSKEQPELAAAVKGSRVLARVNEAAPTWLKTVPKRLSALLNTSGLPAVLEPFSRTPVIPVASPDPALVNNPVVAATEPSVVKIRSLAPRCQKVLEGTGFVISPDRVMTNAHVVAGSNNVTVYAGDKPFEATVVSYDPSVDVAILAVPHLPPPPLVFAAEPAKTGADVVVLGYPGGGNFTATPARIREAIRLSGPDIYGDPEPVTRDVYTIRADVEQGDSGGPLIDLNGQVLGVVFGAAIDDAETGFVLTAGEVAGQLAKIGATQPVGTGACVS
DUSP3 inh: VHR1 phosphatase inhibitors, primary screen, biochemical, absorbance, uHTS | recombinant VHR phosphatase, pNPP absorbance | Dual specificity protein phosphatase 3 (Homo sapiens), P51452 | inhibition, % at 13.3 µM | 290,000 compounds, 0.52% hits; in the data active = inhibition above about 50%; also: some compounds called inactive have numbers as strong as hits
Target sequence (P51452 whole entry, looked up): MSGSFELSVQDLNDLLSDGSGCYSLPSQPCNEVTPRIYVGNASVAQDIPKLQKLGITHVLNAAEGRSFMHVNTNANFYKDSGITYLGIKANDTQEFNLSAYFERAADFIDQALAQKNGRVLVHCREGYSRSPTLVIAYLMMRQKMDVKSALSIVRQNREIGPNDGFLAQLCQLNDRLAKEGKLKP
Mtb FBA inh: Mtb FBA enzyme inhibitors, primary screen, biochemical, fluorescence, strain H37Rv; Fructose-bisphosphate aldolase (Mycobacterium tuberculosis (strain ATCC 25618 / H37Rv)), …; purified M. tuberculosis FBA, fluorescence read-out; inhibition, % at 1 µM; 360,000 compounds, 2.3% hits; in the data active = inhibition above about 27%;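 also: 0% = vehicle and 100% = reference inhibitor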
Target sequence (P9WQA3 whole entry, looked up): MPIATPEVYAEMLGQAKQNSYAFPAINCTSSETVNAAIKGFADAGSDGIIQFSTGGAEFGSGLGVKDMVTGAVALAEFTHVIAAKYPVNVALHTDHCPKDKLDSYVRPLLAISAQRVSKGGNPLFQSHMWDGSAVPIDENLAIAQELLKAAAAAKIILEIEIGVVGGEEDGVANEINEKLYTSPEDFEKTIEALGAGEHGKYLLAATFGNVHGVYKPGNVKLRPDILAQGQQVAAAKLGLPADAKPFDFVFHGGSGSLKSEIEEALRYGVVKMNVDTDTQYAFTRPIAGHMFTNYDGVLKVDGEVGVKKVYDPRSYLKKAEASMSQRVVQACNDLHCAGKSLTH
Mtb UGM inh: M. tuberculosis UGM enzyme inhibitors, primary screen, biochemical, fluorescence polarization, single point | AID 504406, 2011 | inhibition, % at 10 µM | purified UGM, fluorescence polarization probe displacement | 320,000 compounds, 0.06% hits | UDP-galactopyranose mutase (Mycobacterium tuberculosis (strain ATCC 25618 / H37Rv)), …; in the data active = inhibition above about 10%, passing the limit was not always enough
Vc quorum ag: inducers of Vibrio cholerae quorum light production without autoinducers, primary screen, BH1578 luxS cqsA deficient, single point | V. cholerae BH1578 lux reporter, luminescence, 6 h | AID 588436, 2011 | activation, % at 18.7 µM | 350,000 compounds, 0.16% hits; in the data active = activation mostly above about 9.7%, no sharp cut-off; also: not every result past the cut was called active; inactives centre near 0; reference of the scale not given here
3CLpro inhibitor: SARS-CoV 3CLpro protease inhibitors, primary screen, biochemical, quenched FRET; recombinant SARS-CoV 3CLpro, quenched FRET peptide cleavage; inhibition, % at 6 µM; 290,000 compounds, 0.14% hits; AID 1706, 2009; in the data active = inhibition above about 12%
Mtb BioA inh: M. tuberculosis BioA enzyme inhibitors, primary screen, biochemical, plate reader, single point, HTS. 7,8-diaminopelargonic acid synthase BioA (Mycobacterium tuberculosis). purified M. tuberculosis BioA enzyme. inhibition, % at 9.99 µM. 360,000 compounds, 0.096% hits. AID 602481, 2012; in the data active = inhibition above about 40%
PriA SSB inh: inhibitors of Klebsiella pneumoniae PriA binding to SSB C-terminal tail, primary screen, biochemical, AlphaScreen; PriA–SSB C-terminal tail interaction (Klebsiella pneumoniae); AlphaScreen SSBct-PriA binding, biotinylated peptide; inhibition, % at 33 µM; 430,000 compounds, 0.6% hits; in the data active = inhibition mostly above about 37%, no sharp cut-off; inactive = mostly below about 20%;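 also: plate controls were negative control peptide for no effect and reference peptide for full effect; strong numbers were not always called active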
MazF activator: activators of E. coli MazEF toxin-antitoxin RNase, primary screen, biochemical, fluorescence, uHTS. activation, % at 20 µM. FAM/BHQ RNA-DNA oligo cleavage fluorescence, 5 h. Endoribonuclease toxin MazF (Escherichia coli (strain K12)), P0AE70. 350,000 compounds, 0.32% hits; in the data active = activation above about 50%
Target sequence (P0AE70 whole entry, looked up): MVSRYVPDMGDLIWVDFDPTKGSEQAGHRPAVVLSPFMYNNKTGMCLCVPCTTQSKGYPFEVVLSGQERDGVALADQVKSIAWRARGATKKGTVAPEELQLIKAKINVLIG
An asterisk follows results filed as active; i = inactive; nt = not tested or not shown.

SMILES	GDH-TPI inh	Rv3671c protease	DUSP3 inh	Mtb FBA inh	Mtb UGM inh	Vc quorum ag	3CLpro inhibitor	Mtb BioA inh	PriA SSB inh	MazF activator
CCOC(=O)c1[nH]c2ccc(OC)cc2c1NS(=O)(=O)c1ccc(OC)cc1OC	10	7	0	20	-0.6	-0.2	5	-2.5	-12	-1
CC(Sc1nnc(-c2ccccc2)c(-c2ccccc2)n1)C(=O)NCC1CCCO1 (centres undefined)	13	1	nt	5	-0.9	-0.8	nt	-0.6	1	-10
COCCNC(=O)C1CC2Cn3c(nc4ccccc43)C2N1C (centres undefined)	-4	-1	19	-3	0.8	-0.3	nt	-1.0	-4	0
Cc1cccnc1NC(=O)c1ccc(Br)o1	4	3	nt	0	0.3	-3.7	nt	-0.1	-8	0
O=C(/C=C/c1ccco1)NC(=S)Nc1ccc(N2CCCC2)cc1	16	-12	2	1	1.2	2.4	4	nt	13	9
CC1CCCCN1S(=O)(=O)c1ccc(S(=O)(=O)N2CCN(c3ccc(F)cc3)CC2)cc1 (centres undefined)	2	-1	-4	1	2.3	-1.6	0	0.1	-2	-14
COc1ccc(C(=O)OCC(=O)N2CCCC2=O)c(OC)c1	5	2	1	3	-1.7	-0.4	-2	nt	-5	-29
O=C(COC(=O)CCc1ccccc1)NC1CCS(=O)(=O)C1 (centres undefined)	-3	7	nt	-3	-1.6	i	nt	-3.8	-1	2
Cc1nc(=O)cc(-c2ccccc2)n1-c1ccccc1	6	4	-2	-1	0.5	i	7	-2.5	-16	-14
Cc1sc2ncnc(OCC(=O)N3CCN(S(=O)(=O)c4ccc(Cl)cc4)CC3)c2c1C	-1	-11	2	4	4.7	-0.3	1	0.9	-3	7
COc1ccc(CN2C(=O)C(CC(=O)NCCCN(C)C)CC(C(=O)N(C(C)C)C(C)C)=C2C)cc1 (centres undefined)	0	nt	nt	2	nt	-0.2	nt	-0.5	nt	6
CCCCCOc1ccc(CSCCNC(=S)Nc2ccccc2)cc1	4	-62	-1	3	-2.3	-0.3	2	nt	-8	-5
CCC[C@H]1CN(c2ccc(OC)cc2)C(=O)[C@@H]1CC(=O)Nc1ccccc1	-10	nt	nt	1	nt	i	nt	3.1	nt	7
COc1ccc(N(CC(=O)N/N=C/c2ccc(F)cc2)S(=O)(=O)c2ccccc2)cc1	4	-14	6	9	-1.0	i	5	0.8	nt	0
COc1cc2c(cc1OC)C(C(=O)Nc1cc(OC)c(OC)c(OC)c1)C(c1cccnc1)N(C)C2=O (centres undefined)	-4	3	8	1	3.4	-0.2	2	0.3	-6	0
Cc1cc(NC(=O)CCN2CCN(C/C=C/c3ccccc3)CC2)ccc1Br	-6	6	18	-1	0.0	i	0	0.7	9	-7
CN(C(=O)c1ccc(NC(=O)Cc2ccc([N+](=O)[O-])cc2)cc1)C1CC1	-10	0	nt	1	1.9	-0.3	nt	-0.1	-15	-1
COC(=O)c1sccc1NC(=O)Nc1cccc(F)c1	6	-5	12	-2	1.9	-0.6	0	nt	-7	2
C=CC[C@@H](CC(=O)N(CCO)Cc1ccccc1)C(=O)N[C@@H](COC(=O)[C@@H](CC=C)Cc1ccc(F)cc1)Cc1c[nH]c2ccccc12	11	-4	nt	0	-2.6	0.3	nt	-2.8	-1	-6
C=CCn1c(SCC(=O)N2CCc3ccccc3C2)nc2sc(CC)cc2c1=O	3	-11	-13	5	-1.3	-0.4	1	10	-6	-2

The closing two compounds of the part above come first, to join the parts:
SMILES	GDH-TPI inh	Rv3671c protease	DUSP3 inh	Mtb FBA inh	Mtb UGM inh	Vc quorum ag	3CLpro inhibitor	Mtb BioA inh	PriA SSB inh	MazF activator
C=CC[C@@H](CC(=O)N(CCO)Cc1ccccc1)C(=O)N[C@@H](COC(=O)[C@@H](CC=C)Cc1ccc(F)cc1)Cc1c[nH]c2ccccc12	11	-4	nt	0	-2.6	0.3	nt	-2.8	-1	-6
C=CCn1c(SCC(=O)N2CCc3ccccc3C2)nc2sc(CC)cc2c1=O	3	-11	-13	5	-1.3	-0.4	1	10	-6	-2
CC(Sc1nnnn1C)C(=O)Nc1ccc(Oc2ccccc2)cc1 (centres undefined)	11	-2	8	-10	-0.7	-0.7	-1	10	-9	-13
CNc1nc2cccnc2s1	0	7	-12	-2	3.2	0.6	-2	-0.3	-5	3
CC1CC2(C)CC(C)C1(COC(=O)Nc1ccccc1)CO2 (centres undefined)	11	5	14	-2	-1.1	i	4	0.0	-5	1
Cc1ccc(C(=O)N2CCN(c3ccc(NC(=O)c4ccc5c(c4)OCCO5)cc3)CC2)cc1	4	3	2	1	3.9	3.4	6	-1.1	5	2
O=c1c2sccc2[nH]c(=S)n1-c1ccccc1	15	-12	-11	2	-0.1	-0.3	-3	0.0	-6	6
COc1ccccc1-c1c(C)nn2c(N)c(-c3ccc(Cl)cc3)cnc12	12	3	12	1	-0.6	-0.8	-4	5.0	-5	-22
COc1ccc(CC(=O)N/N=C/c2ccc(C)s2)cc1	11	-4	nt	0	2.9	i	nt	nt	nt	-6
COCCCN(C(=O)CC1OC(=O)c2ccccc21)c1c(N)n(Cc2ccccc2)c(=O)[nH]c1=O (centres undefined)	1	-5	-3	4	-1.5	0.5	0	-0.7	4	1
CCN(CC)P1(=O)OC(c2cc(OC)c(OC)c(OC)c2)=Nc2c1c(C)nn2-c1ccccc1 (centres undefined)	0	-1	4	1	-1.4	-7.1	3	2.0	3	5
O=C(Oc1cccc(/C=N/NC(=O)c2ccccn2)c1)c1ccc([N+](=O)[O-])cc1	8	5	5	3	1.3	i	2	-1.2	nt	5
O=C(COC(=O)CCC(=O)c1cccs1)NCc1cccs1	-2	-6	10	-8	-2.6	-2.4	2	1.9	2	2
c1coc(CNc2nc3ccccc3s2)c1	-6	-1	12	0	1.4	0.7	0	-0.3	14	-3
CC(C)NC(=S)N1CCCN(c2ncccc2[N+](=O)[O-])CC1	-1	9	-2	-5	0.0	1.7	-2	0.4	-16	2
CC(C)(O)C#Cc1ccc(C(=O)N2CCN(c3ccc([N+](=O)[O-])cc3)CC2)cc1	14	7	9	-7	1.9	i	6	nt	0	13
CC(=O)N/C(=C\c1ccccc1)C(=O)OCc1ccc(C)cc1	2	14	-2	2	-0.2	i	1	-1.1	-7	4
CCOc1ccccc1C(=O)Nc1ccsc1C(=O)OC	5	-9	-8	-1	0.8	-4.8	-4	1.3	-69	-11
CC(=O)OC1C(OC(C)=O)C2C(C)CC3OC(=O)C(C)C3CC2(C)C1OC(C)=O (centres undefined)	21	nt	nt	3	nt	-0.3	nt	-3.2	nt	-4
CCCc1ccc(C(=O)COC(=O)CN2C(=O)NC3(CCCCC3C)C2=O)cc1 (centres undefined)	1	6	nt	4	-0.5	-0.3	nt	-1.4	-15	-10
C=CCn1c(C)cc(C(=O)CSc2nnc(NC(C)C)s2)c1C	3	3	20	6	1.1	i	5	0.5	-1	5
S=C(NCC1(c2ccccc2)CCCC1)Nc1ccccc1	-2	-3	10	2	0.5	-8.3	-4	-2.0	1	0
COc1ccc2sc(NC(C)=O)nc2c1	9	-6	16	-2	-0.4	-0.9	-1	-0.8	-11	-1
CCOc1ccc2nc(Cl)c(CN(C(=O)c3cnccn3)C3CCCC3)cc2c1	-2	-2	12	-5	-4.2	-0.3	5	nt	-7	3
N#Cc1ccc(OCc2nnc3n2CCCCC3)cc1	3	-5	14	4	1.0	-0.1	1	nt	-7	7
CCN(c1ccccc1)S(=O)(=O)c1ccc(C(=O)Nc2ccncc2)cc1	3	-6	nt	3	-0.4	i	nt	3.5	-15	3
COCCOc1nc2ccccc2nc1C	12	6	18	5	-0.4	-0.2	-7	1.2	13	-3
O=C(Nc1ccc(NC(=O)c2ccccc2Cl)nc1)c1ccncc1	5	-6	30	4	2.6	i	0	-0.6	-9	5
O=C1/C(=C\c2ccc([N+](=O)[O-])cc2)N2CCC1CC2	10	-7	7	-2	2.8	-0.3	-1	nt	2	-1
O=C(CSc1cccc(C(F)(F)F)c1)NC(=O)NCc1ccco1	7	-3	3	-2	0.7	-12	2	2.5	0	1
COc1ccc(C(=O)Cn2c(Br)nc3c2c(=O)n(C)c(=O)n3C)cc1	0	0	26	0	0.5	-0.3	-2	nt	0	3
COC(=O)c1cc(S(=O)(=O)NCC2CCN(CCc3ccc(OC)cc3)CC2)c[nH]1	-4	5	21	2	-0.8	1.0	-1	0.3	-16	5
CCN(CC)S(=O)(=O)c1ccc(N2CCCC2)c(NC(=O)CC(C)(C)C)c1	6	-4	9	1	0.6	i	4	-2.0	-14	1
O=C(O)c1ccc(CNC(=O)c2ccc(Br)o2)cc1	11	4	12	1	-0.4	-0.4	-3	12	-9	-3
Cc1cc(C(=O)CN2C(=O)C(=O)N(C3CCCC3)C2=O)c(C)n1CCc1ccccc1	-1	nt	nt	1	nt	2.6	nt	-0.3	-2	-2
Cc1cccc[n+]1CC(=O)N1c2ccccc2Sc2ccccc21	1	4	2	1	-1.1	-0.8	2	nt	1	3
COc1ccc(/C=N/N2CCN(C3c4ccccc4-c4ccccc43)CC2)cc1O	2	3	5	-1	4.6	i	2	-0.9	nt	6
Cc1cc(F)ccc1S(=O)(=O)N1CCCOC1CNC(=O)C(=O)NCc1cccnc1 (centres undefined)	-2	7	22	-2	0.4	i	-2	0.1	-10	-1

Some of the entries so far, in CSV form:
canonical_smiles,GDH-TPI inh,Rv3671c protease,DUSP3 inh,Mtb FBA inh,Mtb UGM inh,Vc quorum ag,3CLpro inhibitor,Mtb BioA inh,PriA SSB inh,MazF activator
COc1ccc2sc(NC(C)=O)nc2c1,9,-6,16,-2,-0.4,-0.9,-1,-0.8,-11,-1
CCOc1ccc2nc(Cl)c(CN(C(=O)c3cnccn3)C3CCCC3)cc2c1,-2,-2,12,-5,-4.2,-0.3,5,nt,-7,3
N#Cc1ccc(OCc2nnc3n2CCCCC3)cc1,3,-5,14,4,1.0,-0.1,1,nt,-7,7
CCN(c1ccccc1)S(=O)(=O)c1ccc(C(=O)Nc2ccncc2)cc1,3,-6,nt,3,-0.4,i,nt,3.5,-15,3
COCCOc1nc2ccccc2nc1C,12,6,18,5,-0.4,-0.2,-7,1.2,13,-3
O=C(Nc1ccc(NC(=O)c2ccccc2Cl)nc1)c1ccncc1,5,-6,30,4,2.6,i,0,-0.6,-9,5
O=C1/C(=C\c2ccc([N+](=O)[O-])cc2)N2CCC1CC2,10,-7,7,-2,2.8,-0.3,-1,nt,2,-1
O=C(CSc1cccc(C(F)(F)F)c1)NC(=O)NCc1ccco1,7,-3,3,-2,0.7,-12,2,2.5,0,1
COc1ccc(C(=O)Cn2c(Br)nc3c2c(=O)n(C)c(=O)n3C)cc1,0,0,26,0,0.5,-0.3,-2,nt,0,3
COC(=O)c1cc(S(=O)(=O)NCC2CCN(CCc3ccc(OC)cc3)CC2)c[nH]1,-4,5,21,2,-0.8,1.0,-1,0.3,-16,5
CCN(CC)S(=O)(=O)c1ccc(N2CCCC2)c(NC(=O)CC(C)(C)C)c1,6,-4,9,1,0.6,i,4,-2.0,-14,1
O=C(O)c1ccc(CNC(=O)c2ccc(Br)o2)cc1,11,4,12,1,-0.4,-0.4,-3,12,-9,-3

Screening data deposited in PubChem by several laboratories.

A portion of the library. The share of hits here may be higher or lower than overall.
